# Pol beta inh = DNA polymerase beta (human) inhibition; Pol beta primer extension/strand displacement, fluorescence kinetic; Potency, µM (top dose mostly 114 µM), inactives show at the top dose activity change, negative = inhibition, most hits filed as inhibitors; 340,000 compounds, 1.3% hits; note: potency is the fitted concentration of half-maximal effect; % is set by controls: 0 for no effect and ±100 for the full control effect
#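 Preincubation: enzyme (10 nM) with compound, 15 min, RT. Reaction: substrate added to 50 nM final. Reads: 0 and 10 min. Analysis: normalized, Hill fit.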
# ERG Ets-DNA blk = inhibitors of human ERG Ets domain-DNA interaction; fluorescence polarization, His-ERG Ets domain / labelled DNA; 370,000 compounds, 0.028% hits; Potency, µM (doses to about 76.9 µM), without a hit: top-dose FP activity, negative = inhibition, hits mostly inhibitors; P11308; AID 624246; active = well fitted inhibition curve with a large enough effect in the polarisation, with a control signal flat; inconclusive = small, poorly fitted or top-dose-only effect, or effect the other way, or a change in a side signal; inactive = no such curve, though single readings can be large or run the other way; the % refers to the polarisation;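 note: polarization taken with two DNA probes labelled with fluorescein and Texas red; potency is the fitted concentration of half-maximal effect; % of control where 0% means no effect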
#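 His-tagged ERG Ets domain (1 uM in the protein solution; 300mM KCl, 50mM Tris-HCl, 1mM EDTA, 1mM DTT, pH 7.5) received compound, then a probe mix of 5 nM fluorescein-DNA and 100nM Texas-615-DNA. Fluorescence polarization was read for both dyes.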
# Apoferritin bind = candidate novel general anesthetic via apoferritin binding. P02791. apoferritin/1-aminoanthracene competitive binding, fluorescence. Potency, µM (titrated, usually from 77.5 µM), without a hit: at the top dose activity change, negative = displacement, hits mostly inhibitors. 350,000 compounds, 0.074% hits; note: potency is the fitted concentration of half-maximal effect; % is set by controls: 0 for no effect and ±100 for the full control effect; nearly all actives have a fitted effect of over 20% in size
#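 Concentration-response curves derived by four-parameter Hill fitting of normalized fluorescence, where compounds displaced 1-AMA from 10 uM horse apoferritin following a brief 10 min room-temperature incubation; propofol titration acted as positive control.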
# ALOX12 inh = blocks human arachidonate 12S-lipoxygenase. Potency, µM (series often up to 108 µM), inactives show top-dose activity change, negative = inhibition, actives largely listed as inhibitors. purified 12hLO, xylenol orange hydroperoxide absorbance. 580,000 compounds, 1.1% hits. P18054; note: potency is the fitted concentration of half-maximal effect; % is set by controls: 0 for no effect and ±100 for the full control effect
#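 Purified human 12hLO at 150 nM in 25 mM Hepes, 0.01% Triton X-100, pH 7.0, preincubated 15 min at room temperature with compound. Reaction started with 40 uM arachidonic acid, 30 min at room temperature. Hydroperoxide measured by Fe-xylenol orange, 573/405 nm absorbance ratio.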
# BLM inh = blocks DNA unwinding by human BLM helicase. recombinant BLM DNA unwinding, fluorescence dequenching. Potency, µM (top dose mostly 56.1 µM), inactives show at the highest dose activity change, negative = inhibition, hits mostly inhibitors. 350,000 compounds, 0.2% hits;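 note: potency is the fitted concentration of half-maximal effect; plate controls were vehicle for no effect and no enzyme for full effect; nearly all actives have a fitted effect of over 35% in size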
# Target sequence (P54132 whole entry, looked up): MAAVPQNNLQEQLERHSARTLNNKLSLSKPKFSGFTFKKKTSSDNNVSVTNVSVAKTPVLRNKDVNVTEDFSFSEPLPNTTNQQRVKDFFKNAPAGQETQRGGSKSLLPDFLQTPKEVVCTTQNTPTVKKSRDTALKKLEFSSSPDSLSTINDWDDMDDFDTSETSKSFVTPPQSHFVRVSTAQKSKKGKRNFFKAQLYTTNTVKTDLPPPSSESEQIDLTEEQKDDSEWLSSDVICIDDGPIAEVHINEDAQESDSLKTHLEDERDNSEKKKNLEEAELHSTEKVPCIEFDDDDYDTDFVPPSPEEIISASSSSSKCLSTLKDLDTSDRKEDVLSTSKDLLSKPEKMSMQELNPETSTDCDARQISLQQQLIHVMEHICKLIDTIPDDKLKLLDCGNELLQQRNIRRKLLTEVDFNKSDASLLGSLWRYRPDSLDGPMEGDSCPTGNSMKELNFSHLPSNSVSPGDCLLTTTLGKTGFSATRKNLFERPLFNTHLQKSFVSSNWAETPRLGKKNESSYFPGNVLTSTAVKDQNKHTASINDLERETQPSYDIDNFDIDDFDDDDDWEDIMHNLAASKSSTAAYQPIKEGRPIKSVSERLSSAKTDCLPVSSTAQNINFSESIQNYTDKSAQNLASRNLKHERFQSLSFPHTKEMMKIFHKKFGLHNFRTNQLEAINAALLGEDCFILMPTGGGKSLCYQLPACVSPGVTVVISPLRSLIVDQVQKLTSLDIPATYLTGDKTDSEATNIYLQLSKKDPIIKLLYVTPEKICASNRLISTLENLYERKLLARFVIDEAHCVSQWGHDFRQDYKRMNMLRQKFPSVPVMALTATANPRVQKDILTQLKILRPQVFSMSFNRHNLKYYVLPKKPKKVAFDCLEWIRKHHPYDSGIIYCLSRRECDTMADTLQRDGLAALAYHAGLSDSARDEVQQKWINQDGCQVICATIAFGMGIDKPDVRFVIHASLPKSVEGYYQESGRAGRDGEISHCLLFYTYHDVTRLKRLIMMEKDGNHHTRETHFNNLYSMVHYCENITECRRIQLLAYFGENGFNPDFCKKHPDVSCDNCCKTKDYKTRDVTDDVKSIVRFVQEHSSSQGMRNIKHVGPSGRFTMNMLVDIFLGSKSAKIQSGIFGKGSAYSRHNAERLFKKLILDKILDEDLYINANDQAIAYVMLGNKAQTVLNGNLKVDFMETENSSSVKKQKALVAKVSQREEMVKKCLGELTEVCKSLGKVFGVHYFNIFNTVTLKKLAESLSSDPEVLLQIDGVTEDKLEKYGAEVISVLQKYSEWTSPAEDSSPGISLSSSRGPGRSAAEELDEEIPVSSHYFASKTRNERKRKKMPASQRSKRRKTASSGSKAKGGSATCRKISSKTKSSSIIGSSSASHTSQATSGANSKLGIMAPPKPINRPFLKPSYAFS
# Pol iota inh = inhibitors of human DNA polymerase iota; Q9UNA4; Pol iota fluorescent replication assay, 10 min; Potency, µM (doses to about 115 µM), for inactives: at the top dose activity, negative = inhibition, usual class: inhibitors; 390,000 compounds, 1% hits; AID 588590; note: potency is the fitted concentration of half-maximal effect
#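 Fluorescent replication assay read twice, at 0 min and 10 min after adding 50 nM (final) substrate. Enzyme (10 nM) and compounds were first incubated 15 min at room temperature; enzyme-free buffer wells were negative controls.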
# TRHR agonist = agonists of human TRH receptor | activation, % at 2 µM | AID 493084 | TRHR cells, calcium flux fluo-8, FDSS agonist mode | 360,000 compounds, 0.18% hits | P34981; in the data active = activation above about 30%; note: 0% is about no effect
#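 Steps: seed TRHR cells overnight; add fluo-8 no-wash Ca dye, RT 30 min–1.5 h; record 10 s baseline; pin-transfer compounds; monitor fluorescence 1 cycle/s for the agonist window. Calcium increases flag candidate agonists.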
# APEX1 inh = inhibitors of human APE1 endonuclease. P27695. recombinant APE1, TAMRA/BHQ-2 abasic DNA cleavage fluorescence. Potency, µM (top dose mostly 65.8 µM), for inactives: at the top dose activity change, negative = inhibition, actives largely listed as inhibitors. 350,000 compounds, 0.35% hits;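 note: potency is the fitted concentration of half-maximal effect; plate controls were vehicle for no effect and reference inhibitor for full effect; nearly all actives have a fitted effect of over 55% in size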
#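 Substrate: short duplex with […] THF abasic site, 5'-TAMRA and 3'-BHQ-2, 50 nM final. APE1 at 0.75 nM, preincubated 15 min RT with compound. Fluorescence increase from first to third read measured activity.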
# Pol kappa inh = DNA polymerase kappa (human) inhibition; Q9UBT6; purified Pol kappa, fluorescent DNA synthesis assay, 10 min; Potency, µM (titrated, usually from 107 µM), without a hit: top-dose activity, negative = inhibition, actives largely listed as inhibitors; 400,000 compounds, 0.53% hits; AID 588579; note: potency is the fitted concentration of half-maximal effect; % is set by controls: 0 for no effect and ±100 for the full control effect
#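 First, compounds were pin-transferred onto 10 nM Pol kappa. After 15 min at room temperature, substrate was added to 50 nM final. Fluorescence was then measured kinetically at 0 and 10 min.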
# * hit, by the source's call; i = inactive; u = inconclusive; x = no result given; & = joins results of further samples; [ ] = remark or other dose. Unless noted, calls come from the whole dose curve; as a rule, active = well fitted curve in the direction sought with a large enough effect; inconclusive = small, poorly fitted or top-dose-only effect, or another doubt; inactive = no such curve, though single readings can be large; an effect the other way counts as inactive or inconclusive.
canonical_smiles	BLM inh	Pol iota inh	Pol beta inh	APEX1 inh	Pol kappa inh	ERG Ets-DNA blk	Apoferritin bind	TRHR agonist	ALOX12 inh
CC(C)NC(=O)C1CCCN(S(=O)(=O)c2ccc(-n3cnnn3)cc2)C1 (centres undefined)	-1%	14%	-11%	0%	-16%	0%	1%	-0.2	-7%
COc1ccc(C2(C(=O)NCc3ccccc3Cl)CCOCC2)cc1OC	3%	0%	18%	1%	5%[60.1 µM]	17%	-3%	-1.0	-4%
CC1CCN(C(=O)COc2ccc(S(=O)(=O)N3CCOCC3)cc2)CC1	x	26%	x	-7%	-8%	-12%	x	-0.4	-17%
[N-]=[N+]=NCCN1CCN(Cc2ccccc2)CCC1=O	0%	-5%&-4%	0%	55%[activator]	3%&-10%	7%	-4%	0.5	-5%
O=C(N/N=C/C(Br)=C/c1ccccc1)C(O)c1ccccc1 (centres undefined)	-4%	-10%	-1%	0%	0%	2%	-20%	-0.9	398%[activator]
COc1ccc(NC(=O)C2CCCN(c3ncnc4onc(C)c34)C2)cc1OC (centres undefined)	0%	28%	5%	x	-12%[60.1 µM]	-2%	-9%	-0.1	-9%
Cc1cc(/C=N/NC(=O)c2nn(C)cc2Cl)c(C)n1-c1cccc(Br)c1	-2%	5%	0%	4%	-24%	0%	-1%	-1.7	2%
CC(=O)Nc1ccc(C2NC(=S)N(c3ccccc3C(F)(F)F)C(C)=C2C(=O)N2CCOCC2)cc1 (centres undefined)	-4%	5%	-1%	8%	3%	-1%	-7%	-0.4	u
CCOC(=O)c1nnn2c1nc(N(CC)CC)c1ccccc12	-6%	44%[activator]	-24%	7%	-1%	16%	1%	-0.3	0%
COc1cc(/C=C/c2nc(C#N)c(N3CCCCC3)o2)cc(OC)c1OC	-2%	10%	4%	x	-5%	1%	154%[activator]	-1.4	-23%
CC1(C)NC(C)(C)c2nonc2/C1=N\O	0%	20%	14%	2%	-4%	-9%	-5%	0.4	34%[activator]
CN1CCN(c2ccc(-c3cccc(NC(=O)COc4ccccc4)c3)nn2)CC1	x	-6%	x	13%	-4%	6%	x	0.3	u
Nc1nonc1-n1nnc(C(=O)c2ccccc2)c1-c1ccccc1	-8%	-5%	u	-6%	-11%	5%	7%	1.1	-15%
O=C(NCCc1ccc(C(F)(F)F)cc1)c1ccc(Cl)nc1	-1%	62%[activator]	-1%	48%[activator]	1%	-7%	-2%	-2.0	5%
CCOC(=O)c1c(C)[nH]c(C(=O)COC(=O)Cn2cc(C(F)(F)F)ccc2=O)c1C	x	21%	x	-7%	5%	2%	x	1.3	-8%
CCN1C/C(=C\c2cccc(C)c2)c2nc3ccccc3c(C(=O)O)c2C1	-9%	x	18%	-2%	x	x	-7%	2.6	x
O=C(c1ccccc1)N1N=C(c2ccccc2)CC1c1ccccc1O (centres undefined)	-14%	u	-25%	5%	-16%	-5%	-18%	-1.1	-13%
CCN(CC(=O)Nc1ccc(NC(C)=O)cc1)C(=O)c1c(C)nn(Cc2ccc(C)cc2)c1Cl	x	-11%	x	x	-3%	-1%	x	x	-13%
CSc1cccc(NC(=O)c2ccc3c(c2)c(C)c(C)n3Cc2ccc(F)cc2)c1	-6%	-9%	25%	x	18%	0%	62%[activator]	0.6	-10%
CCOC(=O)c1cn2nc(Oc3ccc(C(=O)OC)cc3)ccc2n1	-3%	57%[activator]	18%	5%	10%	-2%	4%	-1.2	u
CC(=O)NC(=S)Nc1cccc([N+](=O)[O-])c1	-3%	116%[activator]	40%[activator]	0%	-5%	0%	u	0.5	0%
O=C(CC1Oc2ccccc2NC1=O)NC1CC1 (centres undefined)	-1%	x	-12%	-2%	x	x	-4%	1.1	4%
CC(Oc1ccccc1)C(=O)Nc1cccc(F)c1 (centres undefined)	0%	-20%	16%	-2%	-13%	3%	4%	-0.3	-35%
CSc1ccccc1OCc1cc(C(=O)NCCC2=CCCCC2)no1	-1%	1%	3%	31%	-14%	-12%	u	1.8	477%[activator]
CC(C)N(C(=O)COC(=O)c1ccc(Cl)s1)c1ccccc1	x	-4%	x	-3%	-5%	0%	x	0.2	13%

# Only ERG Ets-DNA blk (two entries from above):
molecule,ERG Ets-DNA blk
O=C(c1ccccc1)N1N=C(c2ccccc2)CC1c1ccccc1O (centres undefined),-5%
CC1CCN(C(=O)COc2ccc(S(=O)(=O)N3CCOCC3)cc2)CC1,-12%

# Next part
canonical_smiles	BLM inh	Pol iota inh	Pol beta inh	APEX1 inh	Pol kappa inh	ERG Ets-DNA blk	Apoferritin bind	TRHR agonist	ALOX12 inh
c1ccc2c(NCC3CCCO3)nc(N3CCCCC3)nc2c1 (centres undefined)	-10%	50%[activator]	0%	-2%	-4%	-4%	-7%	0.3	-18%
Cc1ncc([N+](=O)[O-])n1CCOC(=O)Nc1ccc([N+](=O)[O-])cc1	-1%	68%[activator]	21%	4%	0%	-5%	-3%	-0.4	0%
Cc1cccc(N2C(=O)c3cccc4cccc(c34)C2=O)c1	-6%	13%	-1%	14%	-4%	-3%	-20%	-0.2	-13%
C=C(C)C1CC=C(C)/C(=N/NC(=O)c2cccc([N+](=O)[O-])c2)C1 (centres undefined)	1%	-4%	5%	5%	-7%	-3%	3%	-0.5	-8%
Cc1[nH]c2ccc(C(=O)N3CCN(c4ccccc4Cl)CC3)cc2c1C	-10%	16%	-16%	1%	-5%	6%	-3%	0.0	-11%
CCCc1ccc(OCC(=O)Nc2cc(S(=O)(=O)CC)ccc2O)cc1	-6%	-9%	1%	2%	-14%	-2%	-17%	1.3	-1%
COc1cccc(NC(=O)C2C(c3ccccc3)C2(Cl)Cl)c1 (centres undefined)	-12%	-29%	-13%	-4%	-12%	21%	-5%	0.0	35µM*
Cc1ccc(C(C)(C)C)cc1S(=O)(=O)Nc1ncnc2sccc12	x	u	x	4%	0%	-12%	x	0.1	43%[activator]
COc1ccc(CN(C)C(=O)CNC(=O)Cc2cccc3ccccc23)c(OC)c1OC	-15%	35%[activator]	14%	-11%	0%	9%	-5%	1.0	x
O=C1NC2=C(C(=O)CCC2)C(c2ccccc2Cl)N1 (centres undefined)	-1%	19%	3%	3%	-7%	3%	-4%	-0.1	-12%
CCc1nnc(N/N=C/c2c(C)[nH]c3ccccc23)n1N	-5%	u	-18%	-2%	-1%	1%	-8%	0.4	32µM*
COc1ccc(Cn2nnnc2CN2CCOCC2)cc1	8%	-12%	23%	26%	-8%	x	-2%	0.8	-10%
N#C/C(=C(/O)COC(=O)CCCNC(=O)c1ccc(Cl)cc1)c1nc2ccccc2[nH]1	-3%	9%	4%	-7%	-15%	-3%	-22%	1.0	53%[activator]
O=C(CNCC1CCCO1)Nc1ccccc1N1CCCCCC1 (centres undefined)	-4%	21%	0%	0%	-10%	1%	-17%	0.2	0%
CC12CCC(=O)N1C(C(=O)NNC(=O)COc1ccccc1F)CS2 (centres undefined)	x	-4%	x	-7%	-7%	5%	x	0.0	19%
Cc1ccc(-n2c(C)cc(C(=O)COC(=O)C3=NNC(=O)CC3)c2C)cc1	1%	-1%	0%	-2%	-3%	0%	-23%	-0.5	i
N/C(=N\OC(=O)c1ccc(Br)o1)c1ccccn1	-1%	61%[activator]	-30%	2%	-4%	-4%	-6%	-0.5	10%
Cc1ccc(-c2csc(NC(=O)N3CCOCC3)n2)cc1	-1%	28%	10%	6%	-1%	14%	-11%	-0.5	-3%
Cn1nnnc1SCC(=O)Nc1ccccc1Cc1ccccc1	-2%	18%	2%	0%	-14%	0%	-15%	-0.3	0%
CCOC(=O)c1c(NC(=O)C2C3C=CC(C3)C2C(=O)O)sc2c1CC(C)CC2 (centres undefined)	-1%	28%	29%	-1%	3%	-9%	-14%	-0.2	0%
COc1ccc(-c2cc(-c3ccccc3)nc(SCC(=O)Nc3nccs3)c2C#N)cc1	-14%	6%	15%[57.1 µM]	-1%	2%	0%	-12%	4.6	-25%
COc1ccc(NC(=O)CSc2nc(-c3ccco3)cc(C(F)(F)F)n2)cc1Cl	-1%	5%	29%	x	-17%	1%	4%	0.0	-22%
Cc1ncc(CO)c2cc(C(N)=O)c(=Nc3ccccc3)oc12	1%	16%	15%	-3%	-1%	2%	-17%	0.0	0%
Cc1ccc(C)c(Cn2c(CO)nc3ccccc32)c1	-1%	16%	5%	0%	-5%	-2%	-8%	-1.8	69%[activator]
COCC1CCCCN1C(=O)c1ccc(OC2CCN(Cc3ccccn3)CC2)cc1 (centres undefined)	-5%	7%	22%	38%	-13%	7%	-9%	0.7	88%[activator]

# Next part
canonical_smiles	BLM inh	Pol iota inh	Pol beta inh	APEX1 inh	Pol kappa inh	ERG Ets-DNA blk	Apoferritin bind	TRHR agonist	ALOX12 inh
Cc1ccc(C(=O)N2CCCC(CCC(=O)N3CCN(c4ccccn4)CC3)C2)cc1C (centres undefined)	5%	69%[activator]	4%	-16%	14%	2%	-7%	-0.5	10%
Cc1cc(C)cc(N2CC(C(=O)O)CC2=O)c1 (centres undefined)	-2%	10%	2%	-3%	-9%	-10%	9%	0.2	14%
COC(=O)C(Cc1ccccc1)NC(=O)CSc1nc(N)cc(=O)[nH]1 (centres undefined)	1%	-1%	16%	-1%	-10%	5%	-7%	0.9	0%
CC(=O)Oc1ccc(C(=O)Nc2cc(NC(=O)c3ccc(OC(C)=O)cc3)cc(C(=O)NC(C)(C)C)c2)cc1	-7%	-2%	4%	18%	-14%	3%	-11%	-0.3	16%
O=C1CCCC(=O)N1c1ccc(O)cc1	2%	u	-26%	-2%	-14%	2%	-5%	1.3	0%
Cc1cccc(C(=O)NC2CCN(CC(=O)Nc3ccccc3Cl)CC2)c1	-2%	134%[activator]	2%	21%	1%	18%	-7%	0.1	-2%

# This is a subset; the hit share may differ from the screen's.
